Peg3 imprint: inducers of genomic imprint erasure in mouse ES cells. Potency, µM (titrated, usually from 60.7 µM), inactives show top-dose activity change, positive = activation, most hits filed as activators. mouse ES Peg3-LacZ reporter, beta-gal luminescence, 40 h. AID 1948. 110,000 tested, 0.02% active;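 further: 0% = negative control wells on the plate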
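Imprint erasure is scored as LacZ activity from the silenced maternal Peg3 allele in feeder-free female ES cells cultured 40 h with LIF. Luminescence is normalized to in-plate negative controls and fitted to the Hill equation.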
p53ts 32C tox: kills p53ts cells at the permissive temperature | H1299-p53A138V at 32C, ATP luminescence viability, 24 h | 130,000 tested, 0.93% active | AID 924 | Potency, µM (series often up to 46.1 µM), for inactives: top-dose activity change, negative = cytotoxicity, hits mostly cytotoxic;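 further: 0% = DMSO and -100% = full killing by reference compound; nearly all actives have a fitted effect of over 55% in size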
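Cells: H1299 p53ts (A138V), 600/well, pre-incubated 16–30 h at 37C. Cpd up to 46 uM, 24 h, 32C. Readout: ATPlite luminescence, 20 min RT. Normalization: DMSO vs tamoxifen 100 uM. AC50 by Hill equation.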
p53ts 39C tox: cytotoxicity in p53ts cells at nonpermissive temperature; 130,000 tested, 1.5% active; AID 902; H1299-p53A138V viability at 39C, ATP luminescence, 24 h; Potency, µM (highest dose often 46.1 µM), for the others: top-dose activity change, negative = cell killing, most hits filed as cytotoxic; further: nearly all actives have a fitted effect of over 55% in size
IkB signaling: IkB pathway inhibition in ABC-DLBCL cells; ABC-DLBCL IkBa-CBG/CBR dual luciferase ratio, 4 h; response scale: scaled: untreated 0%, proteasome inhibitor 100%; Potency, µM (top dose mostly 57.1 µM), without a hit: top-dose IkBa stabilization activation; 110,000 tested, 0.04% active; AID 445; active means well fitted curve in the direction sought with a large enough effect in the signal ratio, not every such curve was filed as active; inconclusive means small, poorly fitted or top-dose-only effect, or a change in a side signal; the % refers to the signal ratio;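 further: the direction sought is a rising ratio; 0% = basal untreated cells and 100% = reference inhibitor full response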
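Curves were fitted separately to fusion (green), unfused (red) and ratio luminescence, then classed by r2, magnitude and activity. Cells: OCI-Ly3, 4 h compound plus doxycycline at 37C; 10 uM MG-132 defined full response.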
* marks the source's active call; other numbers are inactive results; ? = inconclusive; . = not tested or not shown; [ ] = dose if it differs, or a comment. Unless noted, the call rests on the fitted dose curve; in most records, active means well fitted curve in the direction sought with a large enough effect; inconclusive means small, poorly fitted or top-dose-only effect, or another doubt; inactive means no such curve, though single readings can be large; an effect the other way counts as inactive or inconclusive. Unless noted, on the % scale 0 is the no-effect control and ±100 the full control effect; potency means the concentration at half of the fitted maximal effect.

SMILES | Peg3 imprint | p53ts 32C tox | p53ts 39C tox | IkB signaling
CN(C)S(=O)(=O)c1cccc(-c2nnc(SCc3cc(Cl)cc4c3OCOC4)n2N)c1 | -22% | -7% | -4% | 2.3%
O=C(O)C(O)[C@@](O)(Cc1ccc(O)cc1)C(=O)O (stereo partly specified) | -13% | 3% | -7% | .
CCSC(C)CC1C/C(=N/O)c2c(C)noc2C1 (stereo unspecified) | . | -5% | -1% | .
CC(C)(C)c1ccc(S(=O)(=O)NCc2nc3cccnc3n2Cc2ccccc2Cl)cc1 | 7%[10.9 µM] | 5% | -1% | ?
CN1CCN(CCNC(=O)Nc2ccccc2C(F)(F)F)CC1 | -2% | -4% | -2% | -0.4%
CCCC[C@@H]1C[C@H]1C(NC(=O)c1cccs1)c1ccc(C(F)(F)F)cc1 (stereo partly specified) | -18% | -30% | -10% | .
Cc1cc(C)c2c(N)c(S(=O)(=O)Cc3ccccc3)sc2n1 | . | 1% | 1% | 2.5%
Cn1nc(-c2ccccc2)c2nc3ccccc3nc21 | 6% | -1% | -5% | -3.6%
O=c1c(O)c(-c2ccc3c(c2)OCO3)oc2ccccc12 | . | -9% | ? | -3.7%
COc1ccc(CNC(=O)CCCN2C(=O)COc3ccc(C)cc32)cc1 | 6%[10.9 µM] | 0% | 19% | 0.0%
Nc1c(C(=O)NC2CCCC2)c2nc3ccccc3nc2n1N | 3% | 0% | -12% | ?
CCC(C)N(C(=O)COC(=O)c1[nH]c(C)c(C(C)=O)c1C)C1CCS(=O)(=O)C1 (stereo unspecified) | 1% | 1% | -2% | 22%
CSC1=NCCN1C(=O)Cc1ccc(F)cc1 | -8% | -3% | 7% | -1.3%
CC(=O)N1c2c(cc(Br)cc2S(=O)(=O)N2CCOCC2)CC1C (stereo unspecified) | -19% | -10% | 16% | -2.4%
O=C(NC1=NCCS1)C1CC2CCC1C2 (stereo unspecified) | -1% | -5% | 1% | -0.5%

Single records, as listed above. Screens in order: Peg3 imprint | p53ts 32C tox | p53ts 39C tox | IkB signaling
Results for `CSC1=NCCN1C(=O)Cc1ccc(F)cc1` : -8% | -3% | 7% | -1.3%
Results for `CC(=O)N1c2c(cc(Br)cc2S(=O)(=O)N2CCOCC2)CC1C` (stereo unspecified) : -19% | -10% | 16% | -2.4%
Results for `Nc1c(C(=O)NC2CCCC2)c2nc3ccccc3nc2n1N` : 3% | 0% | -12% | ?
Results for `CN1CCN(CCNC(=O)Nc2ccccc2C(F)(F)F)CC1` : -2% | -4% | -2% | -0.4%

The list goes on:
SMILES | Peg3 imprint | p53ts 32C tox | p53ts 39C tox | IkB signaling
O=C(c1cccc(Cl)c1)N1CCC(c2nc3ccccc3o2)CC1 | -11%[10.9 µM] | 0% | 4% | -0.2%
Cc1cc(-c2ccccc2)nc2cc(C(=O)Nc3cc(C(F)(F)F)ccc3Cl)nn12 | -8%[10.9 µM] | 1% | 18% | -4.7%
CCOc1ncccc1C(=O)OCC(=O)c1ccc[nH]1 | -27% | 6% | -8% | 0.3%
O=C(c1ccncc1)N1CCC2(CC1)CN(c1cccc(-c3ccccc3)c1)C2 | . | -16% | -1% | 0.3%[11.4 µM]
CCN(C(=O)CSc1nc(-c2ccccc2)no1)c1cccc(C)c1 | 4%[10.9 µM] | 29% | ? | ?
Cc1c(Nc2nc3ccccc3nc2NS(=O)(=O)c2ccccc2)c(=O)n(-c2ccccc2)n1C | -2% | 1% | -4% | 0.9%
C/C(=N\O)c1ccc2c3c([nH]c2c1)CCCC3 | -19% | -21% | -16% | 6.5%
Nc1c(-c2nc(-c3ccc(F)cc3)cs2)c2ccccn2c1C(=O)c1ccc2c(c1)OCO2 | -9%[10.9 µM] | -2% | -1% | ?
COc1cccc(C(=O)NCC(=O)N2CCC(C)CC2)c1 | -59%[inhibitor] | -27% | -24% | ?
CSCCC(NC(=O)c1ccccc1)C(=O)NC1CC1 (stereo unspecified) | . | -3% | 26% | .
COc1cc(Cl)c(C)cc1NC(=O)Cn1cc(S(=O)(=O)N2CCN(c3ccccc3F)CC2)c2ccccc2c1=O | -16%[10.9 µM] | 15% | -6% | -1.4%
Cc1nnc(N2CCCC(C(=O)NCCN(C)C)C2)c2nn(-c3ccccc3)c(C)c12 (stereo unspecified) | -4%[10.9 µM] | -7% | -1% | -1.0%
COCCn1nnnc1C(c1cc2cc(C)ccc2[nH]c1=O)N1CCCCCC1 (stereo unspecified) | -8% | -4% | 4% | 0.9%
COc1ccc(N2C(=O)C3CCCN3C2c2ccc(Cl)cc2)cc1 (stereo unspecified) | -1% | 2% | -1% | 1.1%
CCOc1ccc(CC(=O)NCCS(=O)(=O)N2CCN(c3ccccc3OC)CC2)cc1 | -11%[10.9 µM] | -5% | -9% | 3.1%

Quoted at random: 4 records from the list, in no set order.
SMILES | Peg3 imprint | p53ts 32C tox | p53ts 39C tox | IkB signaling
CCOc1ncccc1C(=O)OCC(=O)c1ccc[nH]1 | -27% | 6% | -8% | 0.3%
COc1cccc(C(=O)NCC(=O)N2CCC(C)CC2)c1 | -59%[inhibitor] | -27% | -24% | ?
Cc1cc(-c2ccccc2)nc2cc(C(=O)Nc3cc(C(F)(F)F)ccc3Cl)nn12 | -8%[10.9 µM] | 1% | 18% | -4.7%
Nc1c(-c2nc(-c3ccc(F)cc3)cs2)c2ccccn2c1C(=O)c1ccc2c(c1)OCO2 | -9%[10.9 µM] | -2% | -1% | ?

The list goes on:
SMILES | Peg3 imprint | p53ts 32C tox | p53ts 39C tox | IkB signaling
CCN(CC)c1nc2ccccc2nc1C(=O)Nc1cccc(C(C)=O)c1 | -12%[10.9 µM] | 11% | 4% | -2.0%
C=CCOC(=O)COc1ccc2c(C)c(CC)c(=O)oc2c1 | -8% | -29% | -15% | 1.2%
CC(C)(C)c1ccc(C(=O)NCc2nnc(SCC(=O)N3CCCc4ccccc43)n2-c2ccccc2)cc1 | . | 16% | -4% | .
COc1ccc(Nc2nc(-c3cccc(Cl)c3)c3c(n2)-c2ccccc2OC3)cc1 | -15%[10.9 µM] | 8% | -3% | -0.9%
C=C(C)Cn1c(SCC(=O)NCc2ccco2)nc2sc3c(c2c1=O)CCC3 | -5% | -6% | -4% | -4.8%
C=CCC(CC=C)(CNC(=O)C(=O)Nc1cc(C)ccc1OC)c1ccc(OC)c(OC)c1 | -22%[10.9 µM] | 8% | 1% | ?
COc1ccc(-c2nc(CS(=O)CC(=O)NC3CCCc4ccccc43)c(C)o2)cc1OC (stereo unspecified) | -17% | 2% | 6% | -2.3%
O=C(c1ccc(F)cc1)n1nc(-c2ccc(Cl)cc2)nc1NCc1ccco1 | -6%[10.9 µM] | 2% | -16% | ?
O=C(c1ccccc1)N(Cc1ccco1)Cc1cccs1 | -12%[10.9 µM] | 2% | -24% | ?
CCOC(=O)c1ccc(Nc2c(-c3cccc(O)c3)nc3nc[nH]n23)cc1 | -16%[10.9 µM] | 3% | 0% | -2.7%
CC(=O)C1CCC2C3CC=C4CC(O)CC[C@@]4(C)C3CC[C@]12C (stereo partly specified) | -2% | 10% | 9% | .
CCOC(=O)C1(C)C=C(Nc2ccc(C(=O)O)cc2)C(=O)N1c1ccc(C(=O)O)cc1 (stereo unspecified) | -11%[10.9 µM] | 7% | 3% | 4.4%
COc1ccccc1-c1noc(-c2ccc(NC3CCCCC3)c([N+](=O)[O-])c2)n1 | -10%[10.9 µM] | 2% | -7% | 3.2%
CC(=O)OCc1cnc(C)c2oc(=O)c(C(=O)Nc3ccc(C)cc3Cl)cc12 | 8%[10.9 µM] | 4% | 1% | 0.9%
COC(=O)/C(NC(C)=O)=C(\C)c1ccc(Cl)cc1 | . | 6% | 13% | .

An excerpt from above in order of the IkB signaling value, low to high:
SMILES | IkB signaling
O=c1c(O)c(-c2ccc3c(c2)OCO3)oc2ccccc12 | -3.7%
COc1ccc(N2C(=O)C3CCCN3C2c2ccc(Cl)cc2)cc1 (stereo unspecified) | 1.1%
CN(C)S(=O)(=O)c1cccc(-c2nnc(SCc3cc(Cl)cc4c3OCOC4)n2N)c1 | 2.3%

Returning to the listing with the two entries that preceded the break.
SMILES | Peg3 imprint | p53ts 32C tox | p53ts 39C tox | IkB signaling
CC(=O)OCc1cnc(C)c2oc(=O)c(C(=O)Nc3ccc(C)cc3Cl)cc12 | 8%[10.9 µM] | 4% | 1% | 0.9%
COC(=O)/C(NC(C)=O)=C(\C)c1ccc(Cl)cc1 | . | 6% | 13% | .
N[C@@H](Cc1ccccc1)C(=O)O | -3%[10.9 µM] | 6%[9.22 µM] | 0%[9.22 µM] | 1.0%[11.4 µM]
O=C1N(Cc2ccccc2)c2ccccc2C1(O)c1c[nH]c2ccccc12 (stereo unspecified) | -19%[10.9 µM] | 6% | 28% | ?
Cn1cccc1C(=O)N1CCC2(CC1)CN(C(=O)Nc1ccccc1)C2 | . | 2% | 8% | 1.7%[11.4 µM]
COC(=O)c1sccc1S(=O)(=O)N(CC(=O)Nc1ccccc1)c1ccccc1 | -9%[10.9 µM] | 13% | 17% | ?
Cc1nc2ccn(Cc3ccco3)c(=O)c2cc1C(=O)NCc1ccc(F)cc1 | 1%[10.9 µM] | -22% | -8% | -2.0%
CCCn1c2ccc(F)cc2c2nnc(SCCN(CC)CC)nc21 | -22%[10.9 µM] | 3% | 15% | -1.2%
CCOC(=O)c1ccc(N2C(=O)c3n[nH]c(-c4ccco4)c3C2c2ccc(OCC)cc2)cc1 (stereo unspecified) | ? | 35%[activator] | ? | ?
COc1ccc(CNS(=O)(=O)c2cc(Br)cc3c2N(C(C)=O)C(C)C3)cc1 (stereo unspecified) | -9%[10.9 µM] | 3% | -11% | ?
COc1ccc(C)cc1NC(=O)C1CCCN1C(=O)OCc1ccccc1 (stereo unspecified) | -10% | -28% | 3% | 2.3%
COc1cc(CNCCSc2nnnn2C)ccc1OCc1ccccc1 | -16%[10.9 µM] | -11% | -3% | -1.4%
CCOC(=O)C1=C(C)S/C(=C\N(C)C)C1=O | 6% | 0% | 4% | -1.2%
COc1ccc(-c2c(C)nn3c(C(F)(F)F)cc(-c4ccccc4)nc23)cc1 | -3%[10.9 µM] | -3% | -22% | 0.2%
CC(C)c1ccc(NC(=O)C2CCCN(S(=O)(=O)c3ccc4[nH]c(=O)oc4c3)C2)cc1 (stereo unspecified) | -17%[10.9 µM] | -9% | -30% | ?
Cc1cccc(-c2nc3c4ccccc4nc(NCCc4ccccc4)n3n2)c1 | 10%[10.9 µM] | -23% | ? | -0.2%
O=S(=O)(Cc1ccccc1)NCC1CCCO1 (stereo unspecified) | -10% | -1% | 1% | -1.0%
COc1ccc(CCNC(=O)CCc2c(C)c3cc4c(C)c(C)oc4cc3oc2=O)cc1OC | 14%[10.9 µM] | -3% | -11% | 2.3%
Cn1c(=O)cc(SCC(=O)NCCCN2CCN(c3ccccc3F)CC2)c2ccccc21 | -18% | -10% | 1% | 0.4%
CCCc1cc(=O)[nH]c(SCc2nc(-c3ccc(OC)cc3)no2)n1 | -6%[10.9 µM] | 2% | -16% | -1.5%
O=C(OC1CCOC1=O)c1ccc(S(=O)(=O)N2CCCCCC2)cc1 (stereo unspecified) | -7% | 0% | 8% | 1.1%
COc1cccc(/C=N/n2c(C)nc3ccccc3c2=O)c1O | -9% | 4% | 8% | 0.5%
CCOC(=O)C1CCN(C(=O)c2sc3nc(-c4ccccc4)cn3c2C)CC1 | -9% | -13% | -9% | 2.0%
Clc1ccc2nc(C3CCN(Cc4nnnn4C4CCCCC4)CC3)[nH]c2c1 | . | -2% | 1% | .
O=C(NC1CCCCCC1)C1C2C=CC3(CN(Cc4cccnc4)C(=O)C13)O2 (stereo unspecified) | -5% | 3% | 4% | 0.4%
CCCCn1cc(S(=O)(=O)c2ccc(F)cc2)c(=O)c2ccccc21 | 10%[10.9 µM] | 2% | 4% | ?
COc1cc2c(cc1OC)C(c1ccccc1)N(C(=O)c1ccco1)CC2 (stereo unspecified) | -12% | 7% | -6% | 1.5%
CC(C)(NO)/C(=N/O)c1ccc(Br)cc1 | 1% | -2% | 10% | -0.8%
O=C(NCCCN1CCOCC1)c1cc2ccccc2oc1=O | -12% | 0% | -8% | 0.8%
CCCCOc1ccccc1C1NC(=O)NC(C)=C1C(=O)OCc1ccco1 (stereo unspecified) | . | 5% | -24% | .
CN1C(=O)C(O)(CC(=O)c2ccc3c(c2)OCO3)c2ccccc21 (stereo unspecified) | 13% | -4% | -5% | 1.1%
